Wee1 degr inh – Wee1 degradation inhibitors, primary screen, cell-based, HeLa, Wee1K328M-luciferase, luminescence; 220,000 tested, 1.2% active; HeLa Luc-Wee1K328M stability; 100% = proteasome inhibitor MG132 effect; Wee1-like protein kinase (Homo sapiens), P30291; reporter increase, % at 5 µM;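 active = activation above the mean of all tested compounds plus 3 SD, set per screening run, cut at about 8.8% in these data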;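 also: cells exposed to compound for 20 h before luminescence read; 0% = DMSO alone and 100% = MG132 at 30 µM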
Target sequence (P30291 whole entry K328M): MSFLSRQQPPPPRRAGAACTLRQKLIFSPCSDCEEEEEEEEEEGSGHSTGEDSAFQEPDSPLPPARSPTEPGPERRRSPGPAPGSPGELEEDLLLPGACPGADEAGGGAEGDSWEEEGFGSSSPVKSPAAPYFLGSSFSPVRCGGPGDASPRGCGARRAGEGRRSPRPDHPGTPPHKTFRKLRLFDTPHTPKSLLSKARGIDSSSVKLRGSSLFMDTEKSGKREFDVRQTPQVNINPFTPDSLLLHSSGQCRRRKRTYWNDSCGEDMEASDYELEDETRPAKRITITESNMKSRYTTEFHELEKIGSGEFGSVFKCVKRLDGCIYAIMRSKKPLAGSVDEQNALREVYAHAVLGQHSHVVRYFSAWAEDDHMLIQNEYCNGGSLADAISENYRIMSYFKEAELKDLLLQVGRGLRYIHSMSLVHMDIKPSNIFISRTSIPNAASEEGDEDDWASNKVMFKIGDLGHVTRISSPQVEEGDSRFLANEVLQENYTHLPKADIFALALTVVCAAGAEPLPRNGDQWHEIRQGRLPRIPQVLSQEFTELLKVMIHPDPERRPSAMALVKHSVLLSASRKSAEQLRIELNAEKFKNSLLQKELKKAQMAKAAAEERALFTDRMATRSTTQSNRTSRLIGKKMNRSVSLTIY
PPC-1+TRAIL kill – compounds killing PPC-1 cancer cells with TRAIL present, primary screen, TRAIL potentiator project, ATPLite luminescence, uHTS; PPC-1 cells + TRAIL, ATPLite viability luminescence; cell killing (% activity), % at 4 µM; 220,000 tested, 0.41% active; AID 1443, 2008;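 active = cell killing above 50% in the first pass at 4 µM, then a duplicate retest at 5 µM averaging 50% or more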;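 also: plate controls were cells with TRAIL plus DMSO for no effect and medium-only wells lacking cells for full effect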
Ba/F3 V617F tox – reduced viability of JAK2V617F-dependent Ba/F3 cells, primary screen, JAK2V617F inhibitor project, cell-based, Ba/F3 EpoR-JAK2V617F, luminescence; ATP luminescence; inhibition, % at 5.6 µM; 220,000 tested, 1.1% active;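 active = inhibition above the campaign mean plus 3 SD over all tested compounds, cut at about 24% in these data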;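 also: cytokine-independent growth of Ba/F3 cells driven by EpoR plus mutant JAK2; 0% = DMSO-treated cells and 100% = JAK inhibitor I control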
BaF3 tox – parental Ba/F3 cell viability inhibition, counter-screen for JAK2V617F inhibitor project, murine pro-B, CellTiter-Glo luminescence. 220,000 tested, 1.1% active. inhibition, % at 5.6 µM. AID 1486, 2009. CellTiter-Glo ATP luminescence;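 active = inhibition above a per-campaign cutoff, the mean inhibition of all tested compounds plus 3 SD, cut at about 27% in these data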;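 also: 0% = DMSO wells and 100% = JAK Inhibitor I control wells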
TRPML3 ag – human TRPML3 channel agonists, primary screen, cell-based, HEK293 TRPML3-YFP, Fluo-8 calcium fluorescence, 3 µM | 100% = the carbachol control signal | Mucolipin-3 (Homo sapiens), Q8TDD5 | activation, % at 3 µM | 220,000 tested, 0.29% active | AID 1448, 2008;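 active = activation above its plate's cutoff, the mean activation of the plate's test wells plus 3 SD, cut at about 12% in these data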;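 also: 0% = DMSO only wells and 100% = carbachol wells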
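Test system: TRPML3-YFP stable HEK293 cells. Doses: single point at 3 µM. Incubation: dye loading 1 h 37 °C then 30 min ambient, 125 s read. Signal: Fluo-8 calcium dye fluorescence, ex 470-495, em 515-575 nm. Measure: percent activation from peak-to-basal fluorescence ratio, scaled between DMSO and carbachol.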
RBBP9 inh – human RBBP9 inhibitors, primary screen, biochemical, fluorescence polarization, FP-Rh probe, HTS | recombinant RBBP9 | inhibition, % at 7.94 µM | 220,000 tested, 0.2% active | AID 1515, 2009;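 active = inhibition above the campaign mean of all tested compounds plus 3 SD, cut at about 14% in these data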;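 also: plate controls were DMSO wells with RBBP9 for no effect and wells lacking RBBP9 protein for full effect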
Target sequence (O75884 whole entry, looked up): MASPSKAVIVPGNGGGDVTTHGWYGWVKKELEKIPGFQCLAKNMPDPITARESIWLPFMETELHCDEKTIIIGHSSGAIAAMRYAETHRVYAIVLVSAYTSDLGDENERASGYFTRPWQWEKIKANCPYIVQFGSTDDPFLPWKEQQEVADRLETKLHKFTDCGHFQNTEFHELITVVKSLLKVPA
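Assay system: recombinant human RBBP9; Reagent: Serine-hydrolase probe FP-Rh, 375 nM pre-mixing; Doses: 7.94 µM single dose, 0.794% DMSO; Incubation: 30 min then 45 min, 25 °C; Detection: fluorescence polarization (mP), excitation 525 nm, emission 598 nm; Evaluation: percent inhibition from mP, scaled between DMSO and no-protein wells.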
zfTRPN1 agonist – zebrafish TRPN1 channel agonists, primary screen, cell-based, HEK293, calcium fluorescence | AID 1424, 2008 | HEK293 zebrafish TRPN1-YFP, Fluo-8 calcium fluorescence; 100% = response to 87 µM carbachol | 220,000 tested, 0.18% active | activation, % at 3 µM | transient receptor potential cation channel N1 (TRPN1/NompC), Danio rerio;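 active = activation above its plate's cutoff, the mean activation of test wells on that plate plus 3 SD, cut at about 19% in these data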;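 also: 0% = DMSO alone and 100% = 87 µM carbachol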
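Control set: carbachol 87 µM as high control, DMSO as low control; system: HEK293 stable line with zebrafish TRPN1-YFP; read-out: % activation versus carbachol response; detection: intracellular calcium fluorescence with Fluo-8; doses: single test compound dose, 3 µM nominal, 0.3% DMSO; schedule: dye 1 h 37 °C plus 30 min RT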
TNF necrop inh – inhibitors of TNF-alpha triggered necroptosis, primary screen, cell-based, Jurkat FADD-/-, single concentration; activation (protection from cell death), % at 10 µM; Jurkat FADD-/- TNF necroptosis rescue, ATP luminescence, 24 h; 0 = TNF only, 100 = no-TNF cells; AID 463075, 2010; 220,000 tested, 0.068% active;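 active = activation, meaning protection from cell death, of at least 50% relative to plate controls; inactive = activation below 50%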;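 also: necroptosis triggered by 40 ng/mL TNF-alpha added together with compound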
CHOP inh – inhibitors of CHOP promoter induction, primary screen, cell-based, unfolded protein response, luciferase reporter; CHO-K1 CHOP-promoter luciferase, tunicamycin-induced, 15-18 h; inhibition, % at 10 µM; 220,000 tested, 3.8% active; AID 2732, 2010;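 active = compounds that reduced the stress-induced luciferase reporter signal by more than about 70% of percent inhibition, limit read from the data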;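 also: 0% = tunicamycin plus vehicle and 100% = wells without tunicamycin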
Active calls of the source: *; . = not tested or not shown. Rows are unselected; 6.8% or so of the library scored in one or more.

structure	BaF3 tox	Wee1 degr inh	PPC-1+TRAIL kill	RBBP9 inh	Ba/F3 V617F tox	TNF necrop inh	zfTRPN1 agonist	TRPML3 ag	CHOP inh
Nn1c(SCc2nc3ccccc3[nH]2)nnc1-c1cccnc1	1.0	4.6	23.4	-1.9	1.5	2.7	0.1	0.8	-16.2
O=C(NN1C(=O)/C(=C/C=C/c2ccco2)SC1=S)c1ccccc1O	0.9	-0.4	-14.8	22.9*	-3.9	-4.9	2.6	1.5	7.8
O=C(NC(=O)N1CCOCC1)c1ccccc1	3.1	-1.3	12.4	-7.2	0.2	1.2	-0.1	0.5	-4.0
CCC(CC)C(=O)OCC(=O)Nc1ccc(S(=O)(=O)N2CCOCC2)cc1OC	2.9	-1.8	-3.6	-5.2	-2.7	-0.8	0.0	-0.4	41.1
Fc1ccc(CSc2nncn2NCc2ccc3c(c2)OCO3)cc1	7.5	4.7	11.2	1.0	4.1	1.0	2.9	-0.1	-13.4
COCCCNC(=O)C1CCN(c2nc(C)cc(C)n2)CC1	2.1	-0.8	-10.5	-0.6	-0.8	0.1	3.0	0.2	1.3
O=C(Nc1nc2c(Cl)cccc2s1)c1ccc(Br)o1	2.8	1.7	43.0	-8.6	0.5	-2.6	-0.4	0.4	68.6
Cn1cc(C(=O)N2CCc3ccccc32)cn1	5.3	2.4	10.8	-3.2	0.2	0.4	1.6	1.3	-17.5
COCCCNC(=O)CN(c1cccc(Cl)c1)S(C)(=O)=O	7.7	2.7	4.4	5.5	3.0	0.1	0.0	0.2	9.5
COCCCNC(=S)N(Cc1ccccc1)Cc1ccc(F)cc1	4.0	1.0	19.3	0.9	2.0	-0.6	-0.7	-0.1	12.7
COc1ccccc1C(OC(=O)c1ccco1)C(=O)NC(C)(C)C (centres undefined)	-2.1	-2.9	4.0	-4.2	-4.6	0.7	-1.1	-0.4	14.9
CCOc1ccccc1NC(=O)Cn1c(C)cc(COC)c(C#N)c1=O	9.4	-0.9	-18.6	-12.8	7.4	-2.6	0.1	-0.6	-10.9
Cc1nc2ccccc2nc1N/N=C/c1ccc(O)cc1O	0.5	5.9	40.1	5.9	13.7	-19.3	-0.1	0.3	74.5*
CCNC(=O)/C=C/c1ccccc1[N+](=O)[O-]	1.0	1.1	12.3	-10.0	-3.5	-0.2	1.1	1.1	-5.5
CC1CCc2sc(C(=O)NN=C3CCC(c4ccccc4)CC3)cc2C1 (centres undefined)	5.8	2.9	12.1	-4.5	0.2	0.6	-0.4	0.5	-6.0
Cn1c(NC(=O)c2ccc(S(=O)(=O)N3CCOCC3)cc2)cc(=O)n(C)c1=O	4.3	1.5	4.0	-2.6	-3.6	2.5	1.6	0.9	23.9
CC(=O)N(Cc1ccc(F)cc1)c1cccc(C)c1C	7.3	3.0	10.4	-6.8	0.1	-0.4	-1.1	-0.7	9.5
COc1ccc(C(=O)NC2CCN(S(=O)(=O)Cc3ccccc3)CC2)c(OC)c1	3.4	-2.2	1.0	-8.2	3.3	-2.3	-0.4	0.6	9.0
Cc1ccc(-c2cc(-c3ccc(C)o3)nc(N)c2C#N)cc1	2.8	0.1	7.3	0.8	-0.5	-8.2	1.5	-0.2	100.7*
O=C(C[n+]1ccc(C(=O)N/N=C/c2ccc(Br)cc2)cc1)c1ccccc1	1.3	-1.4	7.9	8.7	-2.4	1.2	0.4	0.9	16.7
Cc1ccc(CCNC(=O)NC(C)(C)C)cc1	3.2	2.5	12.0	-7.1	-2.9	-0.3	-0.3	0.0	-34.5
CC(C)(C)c1cc(C(=O)NNc2ccc(OC(F)(F)F)cc2)n(Cc2ccccc2)n1	4.8	1.6	-2.6	-12.5	-4.0	0.0	-0.1	-0.3	32.0
O=C(Cc1ccc(S(=O)(=O)N2CCOCC2)s1)Nc1ccc(N2CCOCC2)cc1	7.7	5.6	2.3	3.0	-0.8	2.6	0.1	1.2	7.1
Cc1nc(C)c(C(=O)C2=C(O)C(=O)N(CCN(C)C)C2c2cccs2)s1 (centres undefined)	1.2	-1.5	6.3	-4.2	-2.5	-2.4	2.2	0.8	-10.4
COc1ccc(Br)cc1/C=C/C(=O)NCC(=O)O	7.3	-2.7	4.8	-3.1	2.4	0.1	-0.5	-1.1	1.6
S=C(NCc1cccnc1)Nc1ccc(Cl)cc1	4.9	-1.3	-14.3	-0.8	3.0	-2.8	1.9	0.9	19.1
Cc1ccc(C)c(OCCCC(=O)N2CCOCC2)c1	1.2	-0.9	27.5	-0.2	-7.8	0.6	-0.3	-0.2	-8.3
CSc1nc(Oc2ccc3ccccc3c2)c2ccccc2n1	1.4	-2.0	13.2	-4.8	-2.0	-13.8	-0.6	0.5	-29.2
COC(=O)c1cc(NC(=O)Cn2c(=O)cnc3ccccc32)cc(C(=O)OC)c1	3.5	0.5	5.4	-3.0	-4.0	0.9	2.0	-0.1	33.3
COc1ccc(NC(=O)c2sc3nc(Cc4ccccc4)cc(C(F)(F)F)c3c2N)cc1OC	7.5	5.5	12.7	-8.6	2.0	3.4	1.6	0.6	11.0
CCOC(=O)C1=C(C)NC(SCC(=O)OC)=C(C#N)C1c1ccc(C(=O)OC)cc1 (centres undefined)	1.7	-1.5	28.3	-2.4	-3.8	0.1	0.8	-0.6	-4.9
CCC(CC)C(=O)N1CC(=O)Nc2ccc(Br)cc2C1c1ccccc1 (centres undefined)	-1.0	-2.7	16.4	-2.3	-3.7	-3.4	-1.8	-0.7	81.3*
O=C(Nc1ccccn1)c1cc(-c2cccnc2)nc2ccc(Br)cc12	9.5	1.3	10.6	-2.6	4.5	1.2	1.1	1.4	103.0*
CN(c1ccc(F)cc1)S(=O)(=O)c1ccc(Cl)c(C(=O)Nc2ccc3c(c2)CCC3)c1	5.3	-4.3	5.8	-21.6	-0.2	5.3	-0.6	0.6	37.3
Cc1ccc(Cn2c(=N)c(C#N)cc3c(=O)n4cccc(C)c4nc32)cc1	3.2	0.5	.	-2.5	-1.6	-0.9	0.8	1.2	23.6
Cc1ccc2[nH]c(=O)c(CN(C(=O)c3cccs3)c3ccccc3)cc2c1	7.4	3.1	2.7	0.4	0.5	0.9	-0.5	-0.1	16.5
Cc1cc(=O)[nH]c(SCc2nc3ccccc3s2)n1	5.7	2.6	-5.1	-1.2	-3.3	0.6	1.9	0.6	10.1
COc1cc(C2C(C#N)=C(N)Oc3c2oc(CO)cc3=O)cc(OC)c1OC (centres undefined)	1.7	-1.5	-10.2	-1.2	-2.5	0.3	-0.2	0.7	24.5
CN1CCc2c(sc3c2C(=O)NC(c2cn(Cc4ccccc4)c4ccccc24)N3)C1 (centres undefined)	4.9	-2.9	18.3	-10.6	3.7	16.1	5.1	0.2	78.6*
O=C(Nc1ccc(Nc2ccccc2)cc1)Nc1ccccc1Cl	-4.4	-0.2	-7.6	3.9	-3.1	7.8	1.2	-0.1	-19.1
CCN(CC)C(=O)[C@]1(c2ccccc2)C[C@@H]1CN	-4.5	-1.3	14.9	-0.6	-3.8	.	0.9	0.7	-3.0
CCN(CC)c1ccc(C=Nc2ccc(C#N)cc2)c(O)c1	4.0	0.8	6.0	-4.9	0.0	0.0	2.5	1.2	41.3
COCC(C)n1c(C)cc(C(=O)CSc2ncccn2)c1C (centres undefined)	0.2	7.0	19.5	-1.6	-4.3	1.2	-1.1	0.7	-0.1
CCCN(C(=O)CSc1nnnn1C)C1CCS(=O)(=O)C1 (centres undefined)	9.1	0.1	-2.8	-3.5	3.4	0.4	1.9	0.7	-16.4
CCOC(=O)c1nnc(-c2ccccc2)nc1Sc1ccccc1Cl	5.5	1.7	-22.1	-6.3	2.1	-8.7	0.8	0.2	53.0
CCOC(=O)C1CCN(C(=O)COc2ccc(N(C)S(=O)(=O)c3ccc(C)cc3)cc2)CC1	-0.5	-2.6	-1.4	-7.6	-0.2	0.5	-0.6	0.2	24.0
Cc1ccc(N=CC2=C(O)CC(c3cccc(Cl)c3)CC2=O)cc1 (centres undefined)	5.9	4.0	23.6	-8.2	-0.2	1.1	3.0	0.4	29.0
Oc1cccc(/C=N/N(Cc2ccccc2)c2ccccc2)c1	-1.7	1.3	21.6	-0.7	-0.2	-0.2	-0.6	0.4	56.1
O=C1c2ccccc2C(=O)N1CCCc1nc(-c2ccncc2)no1	-3.1	-2.0	-10.8	-0.6	-0.5	-0.6	0.9	0.4	33.1
COc1ccc(-c2cc(COc3ccccc3)on2)cc1	6.1	1.6	3.3	-6.8	-0.4	-0.2	-1.2	0.3	15.4

(next part)
structure	BaF3 tox	Wee1 degr inh	PPC-1+TRAIL kill	RBBP9 inh	Ba/F3 V617F tox	TNF necrop inh	zfTRPN1 agonist	TRPML3 ag	CHOP inh
CSc1ccccc1C(=O)Nc1cccc(C(C)O)c1 (centres undefined)	5.2	-1.6	31.9	-7.9	3.0	-1.6	1.7	0.5	-5.5
Cc1sc2c3ccsc3ccc2[n+]1C	7.3	0.8	.	-1.4	0.7	-4.1	-0.4	0.9	1.1
COc1cc(/C=C/C(=O)O)cc(S(=O)(=O)NCCCO)c1OC	-2.6	-1.9	-0.4	-6.5	-2.6	-1.4	-0.4	0.7	14.6
CN1c2ccsc2/C(=N/NC(=O)c2c(F)cccc2F)CS1(=O)=O	8.2	0.2	0.9	-16.3	5.6	-0.7	1.5	0.8	-37.7
O=C(O)CC1(CC(=O)Nc2ccc(Cl)cc2C(=O)c2ccccc2)CCCC1	1.8	-0.9	16.4	1.9	0.9	0.5	-0.8	-0.1	-16.9
O=C(O)CNC(=O)/C=C/c1c(Cl)cccc1Cl	1.2	-3.3	3.9	7.1	-1.5	0.7	0.4	0.6	0.4
